Source: PubChem BioAssay (The Scripps Research Institute Molecular Screening Center)
V1aR counter: V1a receptor agonism, counter-screen for OXTR agonists | CHO-V1R cells, Fluo-8 calcium fluorescence, agonist mode; 0% DMSO, 100% 3 nM vasopressin | activation, % at 3 µM | 320,000 compounds, 0.25% hits;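 active = activation above the mean activation of all tested compounds plus 3 SD, per screening run, cut at about 20% in these data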;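 note: signal is peak over basal fluorescence ratio across a 100 second FLIPR read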
Target sequence (P37288 whole entry, looked up): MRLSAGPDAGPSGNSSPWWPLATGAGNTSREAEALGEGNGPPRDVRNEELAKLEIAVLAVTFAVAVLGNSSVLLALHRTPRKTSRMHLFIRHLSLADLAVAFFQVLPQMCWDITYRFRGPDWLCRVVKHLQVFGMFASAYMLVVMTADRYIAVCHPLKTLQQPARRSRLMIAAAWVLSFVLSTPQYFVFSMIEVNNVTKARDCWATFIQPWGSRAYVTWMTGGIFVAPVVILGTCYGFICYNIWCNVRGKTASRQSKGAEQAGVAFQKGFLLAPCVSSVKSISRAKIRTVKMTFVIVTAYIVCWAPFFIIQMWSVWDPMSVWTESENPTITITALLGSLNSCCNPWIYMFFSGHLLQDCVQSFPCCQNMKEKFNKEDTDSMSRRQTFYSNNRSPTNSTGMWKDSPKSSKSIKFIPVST
CHO parental Ca: counter-screen for OX1R antagonists: effect in parental CHO cells; parental CHO-K1, ATP-induced calcium, Fluo-8 fluorescence; inhibition, % at 5.6 µM; 330,000 compounds, 0.63% hits;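 active = inhibition above that plate's mean sample inhibition plus 3 SD, cut at about 26% in these data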;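 note: 0% = ATP-challenged DMSO wells and 100% = DMSO wells without ATP; some compounds past the cut are filed as inactive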
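Test system: untransfected parental CHO cell line; also added: ATP stimulus; dosing: 5.6 µM, single dose; signal: calcium-sensitive Fluo-8 fluorescence; measure: percent inhibition of ATP-evoked calcium rise, normalized to controls; benchmarks: low control ATP plus DMSO, high control DMSO only; replication: one well per compound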
CHO-K1 Ca antag: counter-screen for M1 antagonists: effect in parental CHO-K1 cells | ATP-induced calcium, Fluo-8 fluorescence | inhibition, % at 3 µM | 360,000 compounds, 0.6% hits;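 active = inhibition above a per-plate cutoff, the plate's mean sample inhibition plus 3 SD, cut at about 24% in these data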;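 note: 0% = DMSO plus EC80 ATP and 100% = DMSO alone without ATP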
M1 PAM parental: nonselective activator or artifact in parental CHO-K1 calcium assay. ATP EC20, Fluo-8 calcium fluorescence; 0% at ATP EC20, 100% at ATP max. activation, % at 3 µM. 360,000 compounds, 0.02% hits. AID 602247;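 active = activation above the run cutoff, the mean activation of all test compounds plus 3 SD, cut at about 40% in these data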;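 note: peak over basal fluorescence ratio in a 140 s read after ATP addition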
OXTR potentiate: human OXTR potentiation; P30559; CHO-OTR cells, Fluo-8 calcium fluorescence, potentiator mode; 0% = oxytocin EC15, 100% = EC100; 320,000 compounds, 0.061% hits; activation, % at 3 µM;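 active = activation above that plate's cutoff, the mean activation of tested compounds plus 3 SD, cut at about 6.6% in these data, passing the limit was not always enough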;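 note: 100% uses oxytocin at 75 nM as the full agonist control; some results filed as inactive read as strong as hits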
Target sequence (P30559 whole entry, looked up): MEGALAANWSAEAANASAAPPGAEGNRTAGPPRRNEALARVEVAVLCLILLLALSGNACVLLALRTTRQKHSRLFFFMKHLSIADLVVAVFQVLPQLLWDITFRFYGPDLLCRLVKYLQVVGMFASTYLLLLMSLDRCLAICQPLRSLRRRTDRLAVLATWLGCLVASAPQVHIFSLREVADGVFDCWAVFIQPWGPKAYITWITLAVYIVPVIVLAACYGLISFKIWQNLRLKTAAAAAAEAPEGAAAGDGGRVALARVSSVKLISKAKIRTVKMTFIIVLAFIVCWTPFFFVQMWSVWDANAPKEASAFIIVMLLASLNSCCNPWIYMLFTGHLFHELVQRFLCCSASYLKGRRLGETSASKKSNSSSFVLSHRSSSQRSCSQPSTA
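System: human OTR in CHO cells; Also added: sub-maximal oxytocin, roughly EC15; Timing: compound 6 min at room temperature before oxytocin, 100 s read; Technique: Fluo-8 intracellular calcium fluorescence, ex 470-495, em 515-575 nm; Controls: oxytocin EC15 low and EC100 high; Replication: singlicate.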
M1 ag: activates human CHRM1 receptor; activation, % at 3 µM; AID 588814; CHO-K1 hM1, Fluo-8 calcium fluorescence, agonist mode; 0% DMSO, 100% acetylcholine EC100; 360,000 compounds, 0.33% hits; P11229;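 active = activation above the run's mean compound activation plus 3 SD, cut at about 16% in these data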;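 note: peak over basal fluorescence ratio within a 140 s kinetic read after compound addition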
TAAR1 agonist: agonists of human TAAR1 | Q96RJ0 | CHO RD-HGA16 TAAR1, Fluo-8 calcium fluorescence; vehicle wells 0%, saturating PEA agonist 100% | activation, % at 3 µM | 360,000 compounds, 0.99% hits;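 active = activation above the mean activation of all test compounds in the run plus 3 SD, cut at about 38% in these data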
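Test system: RD-HGA16 (CHO) cells co-expressing Gα16 and hTAAR1 / Benchmarks: DMSO vehicle as 0%, PEA at EC100 as 100% / Repeats: no replicates (n 1) / Measure: % activation from peak over basal fluorescence ratio, DMSO-to-PEA scaled / Timing: 17-24 h plating, Fluo-8 75 min 37 °C, 30 min RT / Technique: kinetic Fluo-8 calcium fluorescence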
TAAR1 antagonist: human TAAR1 antagonism; AID 624466; inhibition, % at 3 µM; CHO RD-HGA16 TAAR1, Fluo-8 calcium fluorescence, antagonist; 360,000 compounds, 1.5% hits; Q96RJ0;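 active = inhibition above a per-plate cutoff, the mean inhibition of test compounds on that plate plus 3 SD, cut at about 49% in these data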;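 note: 0% = DMSO plus EC80 beta-PEA response and 100% = DMSO alone without agonist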
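Assay system: CHO-derived RD-HGA16 cells stably expressing human TAAR1 plus Gα16. Timing: 140 s kinetic read after compound, 140 s after agonist. Technique: kinetic Fluo-8 calcium fluorescence measurement. Measure: % inhibition of agonist calcium response.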
CHO-K1 Ca ag: nonselective activator or artifact in parental CHO-K1 cells | 360,000 compounds, 0.48% hits | Fluo-8 calcium fluorescence; scaled to maximal ATP response, vehicle zero | activation, % at 3 µM | AID 602248; in the data active = activation above about 15%;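 note: untransfected CHO-K1 host cells lacking M1 receptor as counterscreen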
* marks the source's active call; other numbers are inactive results; · = not tested or not shown.

SMILES	V1aR counter	CHO parental Ca	CHO-K1 Ca antag	M1 PAM parental	OXTR potentiate	M1 ag	TAAR1 agonist	TAAR1 antagonist	CHO-K1 Ca ag
CC(=O)NCCOc1c(C)cc(S(N)(=O)=O)cc1C	1.9	3	0	16	-3	-2	5	-3	3.2
CCCCN(C)CCCNC(=O)C1(O)c2ccccc2NC(=O)N1c1ccc(Cl)cc1 (configuration not stated)	-0.1	7	-19	24	-1	-6	-1	-6	3.9
Oc1c(Br)cccc1/C=N/c1ncn[nH]1	-0.1	-5	-4	-3	-10	-2	1	-1	-0.3
CCCNS(=O)(=O)c1ccc(CCC(=O)NCc2cccnc2)cc1	-0.9	-10	10	-1	-5	-4	1	8	0.2
O=C1C=CC(c2ccccc2)(c2ccccc2)CC1	·	·	-16	10	·	-6	1	-11	-0.8
C=CCC(=O)N1CCC(n2nccc2NC(=O)c2ccc3c(c2)OCO3)CC1	·	·	-20	18	·	-3	3	-10	0.4
O=C(c1ccc(S(=O)(=O)N2CCCC2)cc1)N1CCN(c2ccccc2)CC1	1.1	0	-21	26	2	-11	2	-8	0.6
CCOC(=O)N1CCN(C(=O)CCS(=O)(=O)c2cc3c(cc2Cl)NC(=O)CO3)CC1	0.6	-4	-4	17	-3	0	1	11	0.4
COc1cc(/C=C2/C(=O)NN(c3ccc(Cl)c(Cl)c3)C2=O)cc([N+](=O)[O-])c1O	-0.5	-13	6	2	1	-2	-1	-16	-0.4
CC(/C=N/n1c(-c2ccncc2)n[nH]c1=S)=C\c1ccco1	0.4	-10	3	-3	-3	-2	9	-3	0.6

Next section, overlapping the part above by four compounds.
SMILES	V1aR counter	CHO parental Ca	CHO-K1 Ca antag	M1 PAM parental	OXTR potentiate	M1 ag	TAAR1 agonist	TAAR1 antagonist	CHO-K1 Ca ag
O=C(c1ccc(S(=O)(=O)N2CCCC2)cc1)N1CCN(c2ccccc2)CC1	1.1	0	-21	26	2	-11	2	-8	0.6
CCOC(=O)N1CCN(C(=O)CCS(=O)(=O)c2cc3c(cc2Cl)NC(=O)CO3)CC1	0.6	-4	-4	17	-3	0	1	11	0.4
COc1cc(/C=C2/C(=O)NN(c3ccc(Cl)c(Cl)c3)C2=O)cc([N+](=O)[O-])c1O	-0.5	-13	6	2	1	-2	-1	-16	-0.4
CC(/C=N/n1c(-c2ccncc2)n[nH]c1=S)=C\c1ccco1	0.4	-10	3	-3	-3	-2	9	-3	0.6
O=C(CSc1n[nH]c(Cc2ccccc2)n1)Nc1ccccc1Br	-0.2	-20	-15	16	-12	-10	4	1	1.7
COc1ccccc1NC(=O)CSc1nncn1-c1ccccc1	0.3	-8	-2	-5	-8	0	5	-13	0.2
CN1C(=O)/C(=C\c2ccccc2F)Sc2ccc(C(=O)NC3CCN(Cc4ccccc4)CC3)cc21	5.8	-12	2	-22	-11	-3	7	-5	2.9
N#CC(C#N)=Cc1cccn1-c1ccc(C(=O)O)cc1	0.8	-2	-5	6	-24	-8	5	-4	0.2
CC1CCCCC12NC(=O)N(Cc1cc(=O)n3ccsc3n1)C2=O (configuration not stated)	-0.1	0	-3	3	4	2	0	-13	0.3
COC(=O)CC/C(O)=C1\C(=O)CC(C)(C)CC1=NCCc1nc2ccccc2[nH]1	0.7	-1	-11	9	-6	-6	0	6	0.3
COc1ccc(S(=O)(=O)NC(CC(=O)NCCc2ccccc2)c2ccco2)cc1 (configuration not stated)	-1.1	-9	-4	17	-8	-6	2	-12	0.8
O=C(NCc1n[nH]c(=S)n1-c1ccc(F)cc1)c1ccc(S(=O)(=O)N2CCCCC2)cc1	0.1	-8	-13	7	0	-5	0	3	0.5
CCOC(=O)c1nc(N)c(=O)n(-c2ccccc2)n1	1.3	-7	-10	8	-7	-5	5	-14	0.0
COc1cccc(C2CCCCN2Cc2nc(-c3ccc(C)o3)oc2C)c1 (configuration not stated)	-1.6	-33	-3	22	-5	-12	1	3	1.1
CN(C)c1ccc(/C=C2\Oc3ccc(C#Cc4cccc(N)c4)cc3C2=O)cc1	41*	20	2	-13	-13	29*	·	·	10
CCOC(=O)N1CCN(C(=O)CCCn2c(=S)[nH]c3ccsc3c2=O)CC1	-0.7	-7	-8	11	-7	6	-1	-27	1.4
COc1ccc(C(=O)Nc2ccc(C(=O)N3CCCCC3)cc2)cc1OC	1.0	-11	-10	-6	5	9	2	-9	0.9
CC(C)=C(NC(=O)c1ccccc1Cl)C(=O)NCCc1nc2ccccc2[nH]1	·	·	-8	26	·	-2	1	11	2.1
CNC(=O)c1sccc1S(=O)(=O)Cc1c(Cl)cccc1Cl	1.0	-9	-8	17	-8	-2	6	-22	0.7
Cc1ccc(-c2csc(Nc3ccc(C(=O)O)cc3)[n+]2Cc2ccccc2)cc1	0.5	1	3	-8	-4	-2	-1	9	-0.1
CC(C)(C)C(=O)O/N=C(\N)c1ccc(Br)cc1	-0.1	-14	-23	21	-3	-3	1	-24	4.4
COc1ccc(C(=O)CN2Cc3ccccc3C2=N)cc1	1.2	-12	6	-15	-6	-8	2	-31	0.2
CCn1c(C(=O)O)c(S(=O)(=O)c2ccc(Cl)cc2)c2ccccc21	·	·	-12	7	·	-3	-1	-8	2.7
CC(=O)NC(c1ccc(F)c(F)c1)c1nc(-c2cnn(C)c2)cs1 (configuration not stated)	·	·	9	1	·	0	0	-6	0.3
Cc1cc(C)n(Cc2ccc(C(=O)Nc3ccc(Br)cc3C)o2)n1	3.8	-24	-7	21	-7	-10	-2	7	0.2
COCCN(C(=O)COC(=O)/C=C/c1ccc(SC)cc1)c1c(N)n(Cc2ccccc2)c(=O)[nH]c1=O	·	·	-19	12	·	-1	0	-18	0.5
N#Cc1cc2ccccc2nc1SCC(=O)Nc1ccccc1N1CCOCC1	1.9	-20	0	-5	-8	-4	5	6	1.1
OC(COc1ccc(CNCc2cccnc2)cc1)CN1CCc2ccccc2C1 (configuration not stated)	6.0	-22	-3	6	-11	-10	6	-10	5.0
COc1ccccc1CNC(=O)c1ccc(Br)o1	4.2	-4	1	-14	4	-5	8	9	-0.8
Cc1ccc(-c2nnc(NC(=O)CCS(=O)(=O)c3ccc(F)cc3)o2)c(C)c1	-0.2	-2	4	4	-3	-3	0	-22	0.0
CC(=O)c1ccc(NC(=O)Nc2ccncc2)cc1	1.1	-8	-4	2	-15	-3	14	10	2.8
O=C(N/N=C/C=C\c1ccco1)c1ccccn1	1.3	2	-9	13	-4	-2	0	9	-0.1
Cc1cccc(N2CCN(C3CCCCC3NS(=O)(=O)c3ccccc3)CC2C)c1 (configuration not stated)	-2.0	-12	7	-10	1	-12	·	·	-0.7
COc1ccc(NC(=O)c2scc(S(=O)(=O)C(C)C)c2N)cc1	-0.3	-16	3	-14	-3	-3	4	0	2.5
Cc1ccc(NC(=S)NC(NC(=O)c2ccccc2C)C(Cl)(Cl)Cl)c(C)c1 (configuration not stated)	8.0	-1	12	4	-27	1	10	-4	5.6
Cc1ccc2c(CN3CCC(C(N)=O)CC3)cc(=O)oc2c1C	0.6	-2	-15	-4	-7	-3	3	-12	0.8
COc1ccc(N2CCN(CC(=O)Nc3ccc(-n4cnnn4)cc3)CC2)cc1	0.2	-7	-18	-4	0	-2	5	-7	0.0
Cc1ccc2c(c1)C(=NC1CCCCC1)c1cc3ccccc3nc1-2	-0.5	-14	-2	9	-6	-12	0	-9	0.8
O=C(CCN1CCc2ccccc2C1)Nc1ccccc1F	0.4	-6	6	1	-6	-6	9	-4	-0.2
COc1ccc(CCn2nnnc2C(c2ccc(Cl)cc2)N2CCN(C)CC2)cc1OC (configuration not stated)	0.8	-18	-6	14	-9	-7	9	-8	0.7
COc1ccc(CCNc2ncnc3cc(OC)c(OC)cc23)cc1OC	·	·	-9	-5	·	-1	12	-2	16*
CC(=O)Nc1ccc(Nc2nc(C)c([N+](=O)[O-])c(Nc3ccc(NC(C)=O)cc3)n2)cc1	3.0	-17	-14	26	-10	-4	5	17	2.6
COc1ccccc1C(=O)NS(=O)(=O)c1ccc(C)cc1	0.5	-5	-16	4	3	-3	9	12	0.1
Cc1cc(C)cc(NC(=O)CN2CCCN(S(=O)(=O)c3ccc(Br)s3)CC2)c1	2.5	-14	-18	8	-6	-7	12	4	0.8
CCCCN1CCN=C1N(C)C	0.5	-10	-10	12	-6	-2	5	13	0.7
Cc1cc(C)cc(NC(=O)CCC(=O)N2CCSc3ccccc32)c1	-0.5	-21	0	12	-19	-6	4	12	1.4
O=C(COC(=O)CNC(=O)c1ccc(Cl)cc1)Nc1ccc(Cl)cc1C(F)(F)F	3.5	-12	-12	15	-6	-5	0	-2	3.5
NC(=O)c1ccccc1N/C=C/C(=O)c1ccc(Cl)cc1	-1.5	0	-7	-5	-11	-2	1	-5	-0.4
NC(=O)Nc1ccc(C(=O)OCC(=O)Nc2sccc2C(N)=O)cc1	·	·	-11	4	·	0	4	24	3.0
Cc1ccsc1C(=O)NCCc1c[nH]c2ccccc12	0.9	-11	3	8	-8	-2	0	10	8.8
COc1cc(C2/C(=C(/O)c3ccc(OCC(C)C)cc3)C(=O)C(=O)N2CCN(C)C)ccc1O (configuration not stated)	0.5	-5	-19	21	-7	-2	8	-1	1.7
Cc1cc(=O)n(CC(=O)NC2CC2)c2c1c(C)nn2-c1ccccc1	-0.1	-7	-6	-2	4	-1	·	·	0.6
CC(C)CC(=O)Nc1ccc2oc(-c3ccncc3)nc2c1	0.2	3	2	4	-9	0	4	-3	0.6
CC(=O)C1=C(O)C(=O)N(Cc2ccccc2)C1c1ccc([N+](=O)[O-])cc1 (configuration not stated)	0.1	2	-13	-7	-4	-1	-1	-8	0.7

Continued.
SMILES	V1aR counter	CHO parental Ca	CHO-K1 Ca antag	M1 PAM parental	OXTR potentiate	M1 ag	TAAR1 agonist	TAAR1 antagonist	CHO-K1 Ca ag
CCCCN(C(=O)c1cccc(N2C(=O)c3ccccc3C2=O)c1)c1c(N)n(CCCC)c(=O)[nH]c1=O	·	·	-19	12	·	-3	4	6	0.1
CCCN1C(=O)/C(=C\C=C2/C=CN(CC)c3ccccc32)SC1=S	0.7	-5	-1	-2	-7	-9	1	-5	-0.3
O=S(=O)(Nc1ccc(Br)cc1)c1cccc2nonc12	3.5	-3	7	-10	-6	-4	1	-28	0.8
CCOC(=O)C1(Cc2ccccc2)CCN(Cc2nccn2CC)CC1	3.5	-26	-4	2	-5	-14	8	-6	0.2
COc1ccc(CN(C)C(c2ccccc2)c2nnnn2-c2ccccc2C)c(OC)c1C (configuration not stated)	-0.1	5	-4	-6	-22	-5	11	26	-0.5
